TRPC4 potent: positive allosteric modulators of TRPC4, primary screen, cell-based, mouse TRPC4beta, HEK293 mu-opioid, Fluo-4 calcium. Short transient receptor potential channel 4 (Mus musculus), Q9QUQ5. B-score at 10 µM. AID 2227, 2009. 310,000 compounds, 0.42% hits. DAMGO EC20, Fluo-4 Ca2+ flux; active compounds read high;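 active = B-score of calcium response area above 5 SD of library B-scores, with initial fluorescence ratio within 5 SD of library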;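 also: B-score of integrated fluorescence ratio over time as area under calcium response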
TRPC6 activator: mouse TRPC6 channel activators, primary screen, cell-based, HEK293, membrane potential dye; Short transient receptor potential channel 6 (Mus musculus), Q61143; HEK293-TRPC6 membrane potential dye fluorescence; active compounds read high; B-score at 10 µM; 310,000 compounds, 0.13% hits;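 active = B-score of the integrated fluorescence ratio above library mean plus 3 SD, and starting fluorescence ratio within library mean plus 5 SD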;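 also: higher score means more depolarization so channel activation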
MrgX1 agonist: agonists of human MrgX1 receptor, primary screen, HEK293 cells, Fluo-4 calcium flux. AID 588627, 2011. 310,000 compounds, 0.44% hits. Fluo-4 calcium fluorescence, agonist mode; active compounds read high. B-score at 10 µM. Mas-related G-protein coupled receptor member X1 (Homo sapiens), Q96LB2;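 active = calcium response B-score plate-corrected fluorescence ratio at least 3 library SD, with starting fluorescence B-score inside 5 SD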
Target sequence (Q96LB2 whole entry, looked up): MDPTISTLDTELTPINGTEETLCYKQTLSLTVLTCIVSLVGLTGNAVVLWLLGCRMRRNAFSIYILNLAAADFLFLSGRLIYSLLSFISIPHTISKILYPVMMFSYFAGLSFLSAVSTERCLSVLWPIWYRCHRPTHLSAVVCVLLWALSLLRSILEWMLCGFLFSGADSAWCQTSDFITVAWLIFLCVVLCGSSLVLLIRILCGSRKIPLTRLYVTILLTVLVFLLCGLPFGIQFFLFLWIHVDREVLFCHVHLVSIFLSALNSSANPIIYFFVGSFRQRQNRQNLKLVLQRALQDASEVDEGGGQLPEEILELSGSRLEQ
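times = overnight plating, then 30 min 37 °C plus 30 min room-temperature dye loading | assay system = stable human MrgX1 HEK293 cell line | input = fifteen thousand cells per well | signal = kinetic calcium dye fluorescence, Fluo-4 NW | dosing = compound delivered in addition one of three | read-out = B-scored fluorescence response ratio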
TRPC4 block: inhibitors of mouse TRPC4 channel, primary screen, Fluo4 calcium, HEK293 TRPC4beta/mu-opioid cells | DAMGO-evoked Fluo4 calcium flux; active compounds read low | 300,000 compounds, 0.39% hits | AID 2247, 2010 | Short transient receptor potential channel 4 (Mus musculus), Q9QUQ5 | B-score at 10 µM;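 active = B-score over 3 SD under the library average, no early fluorescence shift, positive overall ratio signal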
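Material: HEK293 cells with stable TRPC4beta plus mu-opioid receptor expression; probe or stimulus: DAMGO in two steps, submaximal then maximal; technique: Fluo4 calcium fluorescence by kinetic imaging, 5 s 1 Hz baseline; measure: integrated fluorescence ratio relative to baseline, converted to per-well B score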
TRPC6 inh: mouse TRPC6 channel inhibitors, primary screen, cell-based, HEK293, membrane potential dye. Short transient receptor potential channel 6 (Mus musculus), Q61143. 310,000 compounds, 1.1% hits. ACh-evoked depolarization; active compounds read low. B-score at 10 µM;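 active = B-score under library mean minus 3 SD, initial fluorescence not abnormally high, positive integrated signal ratio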;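 also: B-score derived from integrated fluorescence ratio over the kinetic read; more negative B-score means stronger inhibition of depolarization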
TRPC4 agonist: activators of mouse TRPC4 channel, primary screen, Fluo4 calcium, HEK293 TRPC4beta/mu-opioid cells. Fluo4 calcium fluorescence; active compounds read high. B-score at 10 µM. 310,000 compounds, 0.49% hits. AID 2237, 2010;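 active = B-score above 5 SD of library B-scores, and initial fluorescence ratio not above library mean plus 5 SD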;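 also: positive B-score marks a calcium rise read as TRPC4 activation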
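Test system: HEK293 cells stably co-expressing mouse TRPC4beta and mu-opioid receptor | Schedule: Fluo4 dye loading 45 min at room temperature, 110 s recording | Measured by: Kinetic Fluo4 calcium fluorescence, 5 s baseline at 1 Hz | Evaluation: B score of integrated ratio | Controls: Buffer (low) and maximal DAMGO (high)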
MrgX1 antag: antagonists of human MrgX1 receptor, primary screen, HEK293 cells, Fluo-4 calcium flux. AID 588676, 2011. BAM8-22 antagonism; active compounds read low. B-score at 10 µM. Mas-related G-protein coupled receptor member X1 (Homo sapiens), Q96LB2. 310,000 compounds, 1.3% hits;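 active = calcium-response B-score plate-corrected more than 3 library SD below zero, starting fluorescence within 5 deviations, no agonist response on first addition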;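 also: peak minus trough fluorescence over baseline after final BAM8-22 challenge near maximal dose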
TMEM16A act: TMEM16A chloride channel activators or potentiators, primary screen, cell-based, HTS | B-score at 10 µM | 340,000 compounds, 0.3% hits | Anoctamin-1 (Mus musculus), Q8BHY3 | HEK293 TMEM16A/YFP-H148Q/I152L, iodide quench fluorescence; active compounds read low;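 active = fluorescence-ratio B-score plate-corrected deviation score at least 3 library SD below zero, with starting fluorescence score within 5 deviations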;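 also: channel opened by trigger with iodide after compound preincubation; score built on the fluorescence ratio of max minus min over baseline; more negative score means more quench and so TMEM16A activation or potentiation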
MrgX1 PAM: positive allosteric modulators of MrgX1, primary screen, HEK293 cells, Fluo-4 calcium flux | FDSS; active compounds read high | B-score at 10 µM | Mas-related G-protein coupled receptor member X1 (Homo sapiens), Q96LB2 | 310,000 compounds, 0.63% hits;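 active = plate-corrected calcium response at least 3 library SD above typical, normal starting fluorescence, not activating the receptor alone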;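 also: compound read alongside a low EC10 to EC30 dose of BAM8-22 agonist; peak minus trough fluorescence over baseline measured at the second addition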
RGS4 block: RGS4 inhibitors, primary screen, cell-based, HEK293 M3R inducible RGS4, calcium flux. 310,000 compounds, 0.45% hits. AID 463165, 2010. Fluo-4 calcium flux; active compounds read high; triggered by carbachol at its EC20. B-score at 10 µM;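 active = B-score, a plate-corrected calcium signal, over three deviations above library mean, with baseline fluorescence within five deviations of library mean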;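 also: RGS4 expression induced by doxycycline in cells with stable M3 receptor; B-score is computed from the integrated fluorescence ratio over baseline after carbachol; higher B-score means a larger calcium signal and so more RGS4 inhibition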
Target sequence (P49798 whole entry, looked up): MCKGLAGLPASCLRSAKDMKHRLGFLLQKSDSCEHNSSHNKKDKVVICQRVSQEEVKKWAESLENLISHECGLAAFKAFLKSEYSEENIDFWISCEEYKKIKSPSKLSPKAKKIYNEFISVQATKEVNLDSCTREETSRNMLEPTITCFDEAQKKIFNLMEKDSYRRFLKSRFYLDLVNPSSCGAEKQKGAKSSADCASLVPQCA
TMEM16A inh: TMEM16A chloride channel inhibitors, primary screen, cell-based, HTS; Anoctamin-1 (Mus musculus), Q8BHY3; HEK293 TMEM16A/YFP iodide influx fluorescence, ionomycin; normalized B-score (activity score, 25-100; higher = stronger inhibition) at 10 µM; 310,000 compounds, 1.2% hits;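 active = ratio plate-corrected score three or more library SD toward inhibition, starting fluorescence score within five deviations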;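 also: score derived from kinetic fluorescence span divided by baseline fluorescence per well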
An asterisk follows results filed as active; i = inactive; nt = no result given.

SMILES	TRPC4 potent	TRPC6 activator	MrgX1 agonist	TRPC4 block	TRPC6 inh	TRPC4 agonist	MrgX1 antag	TMEM16A act	MrgX1 PAM	RGS4 block	TMEM16A inh
CCC(CC)NC(=O)CSc1nnc(-c2ccc(OC)cc2)n1C(C)C	i	i	i	i	i	i	i	i	i	i	i
CCOC(=O)N1CCc2c(sc3c2c(=O)n(Cc2ccccc2)c(=O)n3Cc2cccc(C)c2)C1	i	i	i	i	i	i	i	i	i	6.84*	i
COc1cc(NC(=O)C2CCCN(S(=O)(=O)c3cnc[nH]3)C2)cc(OC)c1 (stereo not given)	i	i	i	i	i	i	i	i	i	i	i
CCS(=O)(=O)c1ccc2c(c1)N(S(C)(=O)=O)CC(C(=O)NC1CC1)O2 (stereo not given)	i	i	i	i	i	i	i	i	i	i	i
O=C(CSc1nc(-c2ccccc2)nc2c1Cc1ccccc1O2)Nc1ccccc1	i	i	i	i	i	i	i	nt	i	i	i
Cc1[nH]c2ccccc2c1C1(O)C(=O)N(C(C)C)c2ccccc21 (stereo not given)	i	i	i	i	i	i	i	i	i	i	i
Cc1c(OCC(=O)OC(C)C)ccc2c3c(c(=O)oc12)CCC3	i	i	i	i	i	i	i	i	i	i	i
Cc1cc(C)c(C(=O)c2ccc(C(=O)NC(C)(C)C)cc2)c(C)c1	i	i	i	i	i	i	i	i	i	i	i
O=C1CN(C(=O)COC(=O)COc2ccc3c(c2)CCC3)c2ccccc2N1	i	i	i	i	i	i	i	i	i	i	i
CCN1C(=O)c2n[nH]c(C(=O)OC)c2C1=O	i	i	i	i	i	i	i	i	i	i	i
COc1ccc(C)cc1Nc1nc(N)c2cc(OC)c(OC)cc2n1	i	i	i	i	i	i	-4.55*	i	i	i	i
CCOCCCNC(=O)c1cc(Sc2ccc(F)cc2)nc2ccccc12	i	i	i	i	i	i	i	i	i	i	i
CCN1CCN(C2=NC(=O)/C(=C/c3ccc(C)o3)S2)CC1	14*	i	i	i	i	i	i	i	i	i	i
O=C(O)c1ccc(/C=C/c2ccc3cccc(O)c3n2)cc1	i	i	nt	i	i	i	nt	i	nt	i	nt
CCc1ccc(NS(=O)(=O)c2c(C(=O)N3CCOCC3)c(C)n(C)c2C)cc1	i	i	i	i	i	i	i	i	i	i	i
CC(=O)N1C(C(=O)O)Cc2c([nH]c3ccccc23)C1(C)C (stereo not given)	i	i	i	i	i	i	i	i	i	i	i
Cc1ccc(C)c(SCC(=O)Nc2nnc(-c3ccccc3)o2)c1	i	i	i	i	i	i	i	i	i	i	i
COC(=O)c1scc(S(=O)(=O)c2ccccc2)c1N	i	i	i	i	i	i	i	i	i	i	i
NC(=S)Nc1cccc2cc3ccccc3cc12	i	i	i	i	i	i	i	i	i	i	i
O=C(OCc1cn(-c2ccc(Cl)c(Cl)c2)nn1)c1ccccc1Cl	i	i	i	i	i	i	i	i	i	i	i
CCN(C(=O)COC(=O)c1ccc(OC)c(S(=O)(=O)N2CCCc3ccccc32)c1)C1CCS(=O)(=O)C1 (stereo not given)	i	i	i	i	i	i	i	i	i	i	i
CCN1/C(=C2/SC(=S)N(NC(C)=O)C2=O)Sc2ccc(Cl)cc21	i	i	i	i	i	i	i	i	i	i	i
O=C(Cn1cnc2scc(-c3ccc(Cl)cc3)c2c1=O)N1CCOCC1	i	i	i	i	i	i	i	i	i	i	i
N#Cc1ccc(NC(=O)c2nc(-c3ccccc3)n(-c3ccccc3)n2)cc1	i	i	i	i	i	i	i	i	i	i	i
c1nc(N2CCCCCC2)c2[nH]cnc2n1	i	i	i	i	i	i	i	i	i	i	i
O=C(Nc1ccc2nc(-c3ccco3)c(-c3ccco3)nc2c1)N1CCCCCC1	i	i	i	i	i	i	i	nt	i	i	i
CCn1ccnc1CN1CCCC(C(=O)c2ccc3c4c(cccc24)CC3)C1 (stereo not given)	i	i	i	i	i	i	i	i	i	i	i
CCOc1ccc(CCNC(=O)C2CC(C)=CCC2C(=O)O)cc1OCC (stereo not given)	i	i	i	i	i	i	i	i	i	i	i
Cc1sc(NC(=S)NC(=O)CCc2ccccc2)c(C(N)=O)c1C	nt	nt	i	nt	nt	nt	i	i	i	nt	i
NN1C(=O)NC(c2ccccc2)(c2ccccc2)C1=O	i	i	i	i	i	i	i	i	i	i	i
COc1ccc(S(=O)(=O)N(CC(=O)NCc2ccncc2)c2ccc(C)cc2)cc1Br	i	i	i	i	i	i	i	i	i	i	i
COc1ccc(-c2cc(=O)[nH][nH]2)cc1OC	i	i	i	nt	i	i	i	i	i	i	i
CCOc1ccccc1C(=O)OCC(=O)NCCNC(=O)COC(=O)c1ccccc1OCC	i	i	i	i	i	i	i	i	i	i	i
C#CCOc1ccccc1/C=C1/C(=O)ON=C1C	i	i	i	i	i	i	i	i	i	i	i
CCOC(=O)c1[nH]c(C)c(C(=O)OCc2c(C)noc2C)c1C	i	i	i	i	i	i	i	i	i	i	i
COC(=O)N[C@H](CC(C)=O)c1cccc(C(F)(F)F)c1	i	i	i	i	i	i	i	i	i	i	i
CCOc1ccc(S(=O)(=O)Nc2ccc3c(c2)n(C)c(=O)n3C)cc1	i	i	i	i	i	i	i	i	i	i	i
Cc1ccccc1-n1c(SCC(=O)NCc2cccs2)nnc1-c1ccncc1	i	i	i	i	i	i	i	-9.87*	i	i	i
CC(=O)NC(C)c1nc2ccccc2n1CC(=O)NC(C)CCc1ccccc1 (stereo not given)	i	i	i	i	i	i	i	i	i	i	i
CC(=O)NNc1cc(=O)c2c(=O)n(C)c(=O)n(C)c2[nH]1	i	i	i	i	i	i	i	i	i	i	i
CCOC(=O)c1ccc(NC(=O)c2nc[nH]c2C(=O)NCc2ccccc2)cc1	i	i	i	nt	i	i	i	i	i	i	i
NC(=S)COc1ccccc1	i	i	i	i	i	i	i	i	i	i	i
C=CCNC(=O)CN(c1cccc(Br)c1)S(C)(=O)=O	i	i	i	i	i	i	i	i	i	i	i
CC(C)(C)c1ccc(COc2ccsc2C(=O)O)cc1	i	i	i	i	i	i	i	i	i	i	i
CC1C(C)C(O)(c2ccccc2)CCN1C (stereo not given)	i	i	i	i	i	i	i	i	i	i	i
COc1ccccc1C1(CC(=O)O)CCOC(C)(C)C1 (stereo not given)	i	i	i	i	i	i	i	i	i	i	i
CCOC(=O)c1ccc(NC(=O)CSc2nnc(-c3cccs3)n2CC)cc1	i	i	i	i	i	i	i	i	i	i	i
O=C(O)c1ccc2c(c1)C(=O)N(Cc1ccco1)C2=O	i	i	i	i	i	i	i	i	i	i	i
O=Cc1ccc(OC(=O)Cc2ccc(F)cc2)cc1	i	i	i	i	i	i	i	nt	i	i	i
CCc1nnc2n1N=C(c1ccc(Br)cc1)CS2	i	i	i	i	i	i	i	i	i	i	i
CCOC1=NN(c2ccc(Cl)cc2)C(=O)/C1=C\N(C)C	i	i	i	i	i	i	i	i	i	i	i
CCCOc1ccc(N2C(=O)CC(N(CCc3ccccc3)C(=O)c3ccccc3)C2=O)cc1 (stereo not given)	i	i	i	i	i	i	i	i	i	i	i
CN(C)CCOc1ccc2ccccc2c1	16*	i	i	i	i	i	i	i	i	i	i
O=S(=O)(/N=C(\c1ccccc1)N1CCOCC1)c1ccc(Cl)cc1	i	i	i	i	i	i	i	i	i	i	i
Cc1nn(CC2CC2)c(=O)n1-c1ccc(Oc2ccccc2)cc1	i	i	i	i	i	i	i	i	i	i	i
O=C(NCCC1=CCCCC1)c1cc2c(s1)CS(=O)(=O)C2	i	i	i	i	i	i	i	i	i	i	i
CCN1CCN(Cc2c(OC)ccc3ccccc23)CC1	i	i	i	i	i	i	i	i	i	i	i
S=C1NC[C@H](CC2CCCCC2)N1CCCCC1CCCCC1	i	i	i	i	i	i	i	i	i	i	i
O=C(COC(=O)c1cncc(Br)c1)NC1CCCCC1	i	i	i	i	i	i	i	i	i	i	i
CCCC[C@@H]1CCCO[C@@](C(=O)NCc2cc(C)n(C)n2)(C(F)(F)F)C1	i	i	i	i	i	i	i	i	i	i	i

Additional structures:
SMILES	TRPC4 potent	TRPC6 activator	MrgX1 agonist	TRPC4 block	TRPC6 inh	TRPC4 agonist	MrgX1 antag	TMEM16A act	MrgX1 PAM	RGS4 block	TMEM16A inh
COc1ccc(S(=O)(=O)NNC(=O)c2ccccc2-n2cccc2)cc1	i	i	i	i	i	i	i	i	i	i	i
C=CCn1c(NCc2ccccc2OC)nc2ccccc21	i	i	i	i	i	i	i	i	i	i	i
COC(=O)C1CCN(C(=O)c2cc3c(=O)n4cccc(C)c4nc3n2Cc2ccccc2)CC1	i	i	i	i	i	i	i	i	i	i	i
CCN(c1ccccc1)S(=O)(=O)c1cccc(C(=O)NCc2cccnc2)c1	i	i	i	i	i	i	i	i	i	i	i
Cc1cc(-c2ccc(C)c(S(=O)(=O)NCCC(C)N3CCCCCC3)c2)on1 (stereo not given)	i	i	i	i	i	i	i	i	i	i	i
CCn1nc(C)c(CN2CCCC(CO)(Cc3cccc(Cl)c3)C2)c1C (stereo not given)	i	i	i	-6*	i	i	i	i	i	i	i
Cc1cc(CNC(=O)COc2c(F)c(F)cc(F)c2F)c2ccccc2n1	i	i	i	i	i	i	i	i	i	i	i
CCCN1C(=O)c2ccccc2NC1c1ccc(OC)c(CSc2ccccn2)c1 (stereo not given)	i	i	i	i	i	i	i	i	i	i	i

Screens: PubChem, Johns Hopkins Ion Channel Center
